3CLpro inhibitor: SARS-CoV 3CLpro protease inhibitors, primary screen, biochemical, quenched FRET; 290,000 compounds, 0.14% hits; Replicase polyprotein 1ab (Severe acute respiratory syndrome coronavirus), P0C6X7; inhibition, % at 6 µM; AID 1706, 2009; recombinant SARS-CoV 3CLpro, quenched FRET peptide cleavage; in the data active = inhibition above about 12%
GDH-TPI counter: GDH-TPI coupling enzyme inhibitors, primary screen, artefact control for M. tuberculosis FBA inhibitor project, biochemical, absorbance, full deck; inhibition, % at 4.8 µM; GDH-TPI coupled enzyme counterscreen, NADH absorbance; AID 588335, 2011; 360,000 compounds, 1.2% hits; in the data active = inhibition above about 30%;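 also: 0% = DMSO wells and 100% = wells lacking the enzyme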
Mtb UGM inh: M. tuberculosis UGM enzyme inhibitors, primary screen, biochemical, fluorescence polarization, single point. purified UGM, fluorescence polarization probe displacement. inhibition, % at 10 µM. 320,000 compounds, 0.06% hits. AID 504406, 2011; in the data active = inhibition above about 10%, passing the limit was not always enough
Target sequence (P9WIQ1 whole entry, looked up): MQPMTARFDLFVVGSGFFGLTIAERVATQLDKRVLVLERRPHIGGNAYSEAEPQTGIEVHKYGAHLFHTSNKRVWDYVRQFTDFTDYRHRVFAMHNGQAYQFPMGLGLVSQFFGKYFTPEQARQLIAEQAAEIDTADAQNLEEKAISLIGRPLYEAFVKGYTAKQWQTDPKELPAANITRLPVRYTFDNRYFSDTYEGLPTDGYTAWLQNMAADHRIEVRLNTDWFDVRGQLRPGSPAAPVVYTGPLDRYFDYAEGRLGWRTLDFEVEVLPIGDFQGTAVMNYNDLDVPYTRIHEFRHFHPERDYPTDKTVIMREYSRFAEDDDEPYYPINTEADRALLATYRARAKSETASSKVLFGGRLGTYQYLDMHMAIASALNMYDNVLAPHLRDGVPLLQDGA
Mtb BioA inh: M. tuberculosis BioA enzyme inhibitors, primary screen, biochemical, plate reader, single point, HTS. 360,000 compounds, 0.096% hits. purified M. tuberculosis BioA enzyme. 7,8-diaminopelargonic acid synthase BioA (Mycobacterium tuberculosis). inhibition, % at 9.99 µM; in the data active = inhibition above about 40%
PriA SSB inh: inhibitors of Klebsiella pneumoniae PriA binding to SSB C-terminal tail, primary screen, biochemical, AlphaScreen; PriA–SSB C-terminal tail interaction (Klebsiella pneumoniae); AlphaScreen SSBct-PriA binding, biotinylated peptide; inhibition, % at 33 µM; 430,000 compounds, 0.6% hits; AID 1272365, 2023; in the data active = inhibition mostly above about 37%, no sharp cut-off; inactive = mostly below about 20%;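 also: plate controls were negative control peptide for no effect and reference peptide for full effect; strong numbers were not always called active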
Vc quorum ag: inducers of Vibrio cholerae quorum light production without autoinducers, primary screen, BH1578 luxS cqsA deficient, single point; V. cholerae BH1578 lux reporter, luminescence, 6 h; activation, % at 18.7 µM; 350,000 compounds, 0.16% hits; AID 588436, 2011; in the data active = activation mostly above about 9.7%, no sharp cut-off; also: not every result past the cut was called active; inactives centre near 0; reference of the scale not given here
MazF activator: activators of E. coli MazEF toxin-antitoxin RNase, primary screen, biochemical, fluorescence, uHTS; AID 504720, 2011; activation, % at 20 µM; 350,000 compounds, 0.32% hits; Endoribonuclease toxin MazF (Escherichia coli (strain K12)), P0AE70; FAM/BHQ RNA-DNA oligo cleavage fluorescence, 5 h; in the data active = activation above about 50%
Target sequence (P0AE70 whole entry, looked up): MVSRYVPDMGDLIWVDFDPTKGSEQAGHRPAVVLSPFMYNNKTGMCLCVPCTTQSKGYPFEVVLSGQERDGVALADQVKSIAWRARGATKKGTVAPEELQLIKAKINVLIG
DUSP3 inh: VHR1 phosphatase inhibitors, primary screen, biochemical, absorbance, uHTS. Dual specificity protein phosphatase 3 (Homo sapiens), P51452. recombinant VHR phosphatase, pNPP absorbance. inhibition, % at 13.3 µM. 290,000 compounds, 0.52% hits; in the data active = inhibition above about 50%; also: some compounds called inactive have numbers as strong as hits
Mtb FBA inh: Mtb FBA enzyme inhibitors, primary screen, biochemical, fluorescence, strain H37Rv; Fructose-bisphosphate aldolase (Mycobacterium tuberculosis (strain ATCC 25618 / H37Rv)), …; purified M. tuberculosis FBA, fluorescence read-out; inhibition, % at 1 µM; 360,000 compounds, 2.3% hits; in the data active = inhibition above about 27%;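 also: 0% = vehicle and 100% = reference inhibitor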
Rv3671c protease: Rv3671c serine protease inhibitors, primary screen, biochemical, fluorescence polarization, M. tuberculosis H37Rv. P9WHR9. inhibition, % at 5.96 µM. 320,000 compounds, 0.048% hits. AID 2606, 2010; in the data active = inhibition above about 38%;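 also: extracellular domain of Rv3671c used as enzyme; 0% = enzyme with DMSO and 100% = no enzyme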
Target sequence (P9WHR9 whole entry, looked up, the tested form may be a part): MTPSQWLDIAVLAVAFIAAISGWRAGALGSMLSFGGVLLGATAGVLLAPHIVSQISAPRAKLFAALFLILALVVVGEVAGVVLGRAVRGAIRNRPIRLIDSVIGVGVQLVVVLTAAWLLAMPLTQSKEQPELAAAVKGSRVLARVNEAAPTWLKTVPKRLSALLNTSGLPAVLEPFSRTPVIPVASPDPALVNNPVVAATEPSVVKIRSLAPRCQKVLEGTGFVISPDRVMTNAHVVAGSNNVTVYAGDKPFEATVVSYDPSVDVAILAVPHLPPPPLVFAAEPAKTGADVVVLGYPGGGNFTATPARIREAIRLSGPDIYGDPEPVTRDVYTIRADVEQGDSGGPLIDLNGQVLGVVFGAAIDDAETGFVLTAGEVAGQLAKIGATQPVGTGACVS
Starred values were filed as active, the others as inactive; i = inactive; nt = not tested or not shown; & = joins results of further samples. These rows are one share of the data, so the mix of outcomes need not match the whole.

SMILES	3CLpro inhibitor	GDH-TPI counter	Mtb UGM inh	Mtb BioA inh	PriA SSB inh	Vc quorum ag	MazF activator	DUSP3 inh	Mtb FBA inh	Rv3671c protease
CCOc1ccc(CCNC(=O)C(C)n2nc(C)c3c(C)n(-c4ccccc4)nc3c2=O)cc1 (centres undefined)	-3	0	3.5	5.5	-4	-0.2	13	1	2	-7
COC(=O)CNC(=O)c1cc(-c2ccncc2)nc2c(C)c(Cl)ccc12	-2	13	-2.2	-0.7	-7	i	20	-10	4	-1
O=C(NCCCN1CCCC1=O)C(=O)NCC1OCCCN1S(=O)(=O)c1cc(F)ccc1F (centres undefined)	-3	-9	-2.8	-3.6	-9&-1	i	4	14	5	14
O=C1C(C2=C(O)c3ccccc3C2=O)=Nc2ccccc21	-2	2	0.7	-0.6	56	-0.3	4	30	-12	-10
Cc1ccc(C(=O)CSc2nc3ccccc3c(=O)n2-c2ccccc2)s1	-5	6	1.6	0.4	-21	i	-2	4	3	-1
CC(C)N1C(=O)C(=O)N(CC(=O)N2c3ccccc3CC2C)C1=O (centres undefined)	nt	-3	nt	-1.6	nt	-0.7	-2	nt	-3	nt
O=C(O)C/C(=C\c1ccc(Cl)cc1)c1nc2ccccc2o1	6	21	1.2	-0.7	-11	-0.5	5	18	5	5
Cc1cc(C)cc(OCC(=O)Nc2ccncc2)c1	5	-6	-2.1	0.6	-3	-0.9	8	20	-1	3
O=C1OC(c2ccc(F)cc2)=C/C1=C\c1ccc([N+](=O)[O-])o1	-2	nt	2.6	nt	nt	nt	nt	27	nt	-12
O=C(Cn1c(=O)oc2cc(S(=O)(=O)N3CCCCC3)ccc21)N1CCCCC1	-1	-3	2.4	0.5	-3	-2.0	6	-1	2	-11
CC1(C)CC(=O)C(C=NCC2CCN(C(=O)Nc3ccc(Cl)c(Cl)c3)CC2)=C(O)C1	1	4	-1.9	0.4	-2	i	10	18	0	2
Cc1ccc(NC(=O)NC2=NN(c3ccccc3)C(=O)/C2=C2/CCCN2C)cc1	2	-5	1.7	1.5	-2	-0.4	1	5	-1	-11
CCC(=O)Nc1cc(-c2nn3c(C)nnc3s2)ccc1C	0	-4	-1.5	-1.2	-11	i	6	2	1	9
CCc1ccccc1NC(=S)N(Cc1ccc(C(=O)O)cc1)Cc1ccc(OC)c(OC)c1	2	2	-2.8	0.3	-5	-0.3	7	3	0	-2
CNC(=O)C(=O)NCC1OCCN1S(=O)(=O)c1ccc(C)cc1 (centres undefined)	-1	-3	0.1	0.1	-6	-0.6	0	-10	0	2
CCn1nnc(-c2ccccc2NC(=O)c2ccc(-n3cnnn3)cc2)n1	0	11	-2.8	-0.5	1	i	6	1	2	-3
OC(C#CCN1CCCC1)(c1ccccc1)c1cccc(F)c1 (centres undefined)	-4	4	-0.1	nt	2	-0.4	0	-4	-2	-3
c1ccc(Nc2ncnc3sccc23)cc1	2	2	0.7	8.8	-5	-0.2	1	-16	0	2
CCC(C)Sc1nnc(CSc2nc(C)cc(C)n2)n1C (centres undefined)	1	-5	-1.3	nt	1	-0.5	1	22	-1	6
NC(=O)CSCc1cccc(Br)c1	2	-8	-0.7	0.7	-8	i	-5	0	-2	0
Cc1cc(NC(=O)CCC(=O)N(CC(=O)NC2CCCC2)Cc2ccc3c(c2)OCO3)no1	-1	1	2.7	nt	-9	-0.3	11	1	-2	-2
CCCOC(=O)C1=C(C)NC2=C(C(=O)CCC2)C1c1ccc(N(C)C)cc1 (centres undefined)	-4	8	4.8	-2.4	-1	0.6	5	8	5	-2
CC1=C(C(N)=O)C(c2cccs2)NC(=S)N1 (centres undefined)	-5	-2	-1.0	nt	1	-1.0	5	25	-1	15
CCn1c(CC(=O)Nc2ccc(C)cc2)nnc1SCC(=O)N1CCOCC1	0	3	2.6	-2.4	2	-7.7	2	34	-2	-4
COc1ccc(-c2c(-c3cccc(C)c3)oc3ccc(-c4ccc5c(c4)OCO5)cc23)cn1	nt	5	-0.4	-2.4	2	-5.0	-1	nt	3	-5
CN(C)C(=O)CCc1ccc2c3c([nH]c2c1)[C@]1(CCC2CCCC2)[C@@H](C(=O)N2CCOCC2)C[C@H](CC(=O)NCc2cccc(C(F)(F)F)c2)C(=O)N1CC3	nt	1	nt	0.1	-4	i	18	nt	-4	nt
COc1ccc(CC(=O)N2CCN(C(=O)Cc3ccc(OC)cc3)CC2)cc1	-1	1	2.1	0.6	4&-3	1.1	6	3	4	6
Cc1nn(-c2ccccc2)c(C)c1C(=O)NCCc1ccccc1	-2	0	2.4	17	-4	-0.3	-13	13	2	4
CCCOc1ccc(CNC(=O)CCC(=O)n2ncc3cc(C)ccc32)cc1	-6	-10	2.6	0.2	-15	-0.2	-16	13	-2	-12
COc1ccc(CN(C)C(=O)c2ccc3ccccc3n2)cc1F	3	0	0.5	7.2	2	-0.2	1	-4	-2	1
CCOc1ccc(N2C(=O)CC(Sc3nc(C)cc(C)n3)C2=O)cc1 (centres undefined)	1	7	-0.2	2.0	-1	i	3	32	3	-5
CN(C(=O)c1cccc(NC(=O)Cc2cccc(NC(=O)C3CCCN(C(=O)C4CCCC4)C3)c2)c1)C1CCC1 (centres undefined)	nt	-8	nt	-1.6	-5	-1.4	-3	nt	4	nt
CNC(=S)Nc1ccc(N2CCN(c3ccc(C(F)(F)F)cn3)CC2)nc1	3	6	3.4	-1.8	-6	-0.3	-4	32	1	10
O=C(NCCN1C(=O)S/C(=C/c2cccnc2)C1=O)c1cccs1	nt	32*	1.8	-1.9	7	-2.5	-9	nt	0	-3
Cc1nc2ccc(NC(=O)N(C(C)C)C(C)C)cc2s1	4	5	2.2	-0.4	-14	-0.3	1	12	4	4
Cc1cccc(C(=O)N2CCN(S(=O)(=O)c3ccc4c(c3)OCCCO4)CC2)c1[N+](=O)[O-]	0	-6	-1.4	0.5	7	-0.4	6	16	-1	2
C[C@]12c3[nH]c4ccc(Cl)cc4c3CCN1C(=O)[C@@H](CC(=O)NCCC1=CCCCC1)C[C@@H]2C(=O)N1CCCCC1	nt	11	nt	0.2	-2	i	7	nt	0	nt
CCOCCCNC(=O)C1(O)c2cc(Br)ccc2NC(=O)N1c1ccc(C)c(C)c1 (centres undefined)	-4	-4	-0.1	-1.6	2	-1.0	4	nt	1	-7
NC(=O)c1snnc1-c1ccccc1	10	6	-0.1	-1.1	-2	-1.6	4	18	-6	1
CC(OC(=O)c1cc2ccccc2o1)C(=O)Nc1ccc(N2CCOCC2)cc1 (centres undefined)	nt	5	-0.9	-0.7	4	i	-1	nt	-1	-1
CCCCCCCSc1nnc(-c2ccccc2N)c(=O)[nH]1	-4	10	0.2	-1.9	-11	-2.0	2	6	-1	-8
O=C(N/N=C/c1ccc(OCC(=O)N2CCOCC2)cc1)c1ccccc1Cl	-2	-2	2.7	nt	nt	i	-2	21	1	-1
CCOc1ccc(NC(=O)CSc2ccccc2N)cc1	1	4	-5.8	-3.4	-16	-0.3	5	-11	4	4
CCCS(=O)(=O)N1CCCC(C(=O)NCCCOCC)C1 (centres undefined)	-7	8	-1.1	-0.5	4	1.3	0	-20	0	-1
CCOC(=O)c1c(-c2ccccc2)csc1NC(=O)c1cc(S(=O)(=O)N2CCOCC2)ccc1C	1	14	2.4	nt	-7	0.5	-14	8	8	-28
Cc1cccc(OCC(=O)NCC(=O)N/N=C/c2ccc(N(C)C)cc2)c1	4	19	2.6	-1.7	nt	nt	3	-11	11	3
CCOC(=O)Cc1c[nH]c2ccccc12	-2	4	-0.3	0.0	-12	i	4	8	-1	-2
COc1ccc(N2CCN(CCCNC(=O)c3ccc(CS(=O)(=O)c4ccc(Cl)cc4)o3)CC2)cc1	-5	0	2.0	-1.3	4	-0.1	-7	17	1	0
COc1ccc(-c2cn3cc(Cl)ccc3n2)cc1OC	1	16	-2.0	2.0	-8	i	9	53*	57*	3
O=C(O)c1ccc(CSCc2c(F)cccc2Cl)o1	2	10	2.1	-3.5	1	-0.4	-3	-8	1	8
CSc1ncccc1C(=O)OCc1ccccc1	0	1	-2.8	-2.3	-66	-0.6	4	10	5	3
Cc1cccnc1NC1(C(F)(F)F)N=C(c2ccccc2)NC1=O (centres undefined)	1	-7	0.1	-1.1	9	-0.2	-2	16	-2	-5
CCC(C)NS(=O)(=O)c1ccc(S(=O)(=O)N(CCc2ccc(OC)c(OC)c2)Cc2cccs2)cc1 (centres undefined)	-1	-3	0.2	nt	-8	-0.3	-4	13	1	-36
NC(=O)C1CN(S(=O)(=O)c2ccc(Cl)cc2F)c2ccccc2O1 (centres undefined)	2	1	-1.3	6.5	2	i	0	-4	-1	-6
Cc1ccc(-n2c(=O)c3c(n4cnnc24)-c2ccccc2CC32CCCCC2)cc1	-2	8	4.5	0.8	2	-2.8	4	10	6	-1
CCOC(=O)CCc1c(C)nc2cc(C3CCCN(C(=O)OC(C)(C)C)C3)[nH]n2c1=O (centres undefined)	-2	-1	-2.1	-1.4	-17	-0.3	1	2	14	2
COc1cscc1C(N)=O	-3	-5	1.8	-1.0	-9	-0.6	7	6	1	2
CCN(CC)S(=O)(=O)c1cc(NC(=O)CNc2cccc(S(=O)(=O)N3CCCC3)c2)ccc1C	nt	-3	6.1	nt	-14	-0.1	1	nt	-1	-9
CCCN1CCC(=O)N([C@H](CO)CC(C)C)CC1	-1	4	0.0	0.2	-7	-1.0	5	9	1	2
CN(C)Cc1c(O)ccc2c1O/C(=C\C=C\c1ccccc1)C2=O	-2	30	2.3	-13	8	i	-43	-2	0	8
CCN(C(=O)c1sc(N)c(C#N)c1C)C1CCCCC1	1	-13	-2.0	1.6	-9	-1.0	4	22	0	-3
CCN1CCN(c2ccc(S(=O)(=O)N3CCOCC3)cc2NC(=O)C2CCC(C(C)(C)C)CC2)CC1 (centres undefined)	nt	3	nt	0.1	2	i	12	nt	-3	nt
O=C1Cc2ccccc2C(c2ccc(Cl)cc2)N1 (centres undefined)	0	-2	0.8	2.1	-10	-0.4	-6	-4	-2	-2

Two compounds from above, showing only PriA SSB inh and Mtb FBA inh.
SMILES	PriA SSB inh	Mtb FBA inh
O=C(Cn1c(=O)oc2cc(S(=O)(=O)N3CCCCC3)ccc21)N1CCCCC1	-3	2
CC1(C)CC(=O)C(C=NCC2CCN(C(=O)Nc3ccc(Cl)c(Cl)c3)CC2)=C(O)C1	-2	0

Some of these compounds in order of molar mass, falling.
SMILES	3CLpro inhibitor	GDH-TPI counter	Mtb UGM inh	Mtb BioA inh	PriA SSB inh	Vc quorum ag	MazF activator	DUSP3 inh	Mtb FBA inh	Rv3671c protease
CC(OC(=O)c1cc2ccccc2o1)C(=O)Nc1ccc(N2CCOCC2)cc1 (centres undefined)	nt	5	-0.9	-0.7	4	i	-1	nt	-1	-1
O=C1C(C2=C(O)c3ccccc3C2=O)=Nc2ccccc21	-2	2	0.7	-0.6	56	-0.3	4	30	-12	-10
CC1=C(C(N)=O)C(c2cccs2)NC(=S)N1 (centres undefined)	-5	-2	-1.0	nt	1	-1.0	5	25	-1	15

From PubChem
